12-LOX inh = ALOX12 (human) lipoxygenase inhibition | P18054 | purified 12hLO, xylenol orange hydroperoxide absorbance | Potency, µM (top dose mostly 108 µM), without a hit: at the highest dose activity change, negative = inhibition, usual class: inhibitors | 1.1% of 580,000 active | AID 1671190; also: % is scaled to controls: 0 for no effect and ±100 for the full control effect
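Purified human 12hLO at 150 nM in 25 mM Hepes, 0.01% Triton X-100, pH 7.0, preincubated 15 min at room temperature with compound. Reaction started with 40 uM arachidonic acid, 30 min at room temperature. Hydroperoxide measured by Fe-xylenol orange, 573/405 nm absorbance ratio.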
RGS4 inhibitor = human RGS4 inhibition | AID 504845 | P49798 | Potency, µM (highest dose often 114 µM), for the others: top-dose activity change, negative = inhibition, usual class: inhibitors | Transcreener GDP fluorescence polarization, RGS4-accelerated GTP hydrolysis | 0.039% of 390,000 active; also: % is scaled to controls: 0 for no effect and ±100 for the full control effect; nearly all actives have a fitted effect of over 75% in size; some results filed as inactive show a strong effect at the top dose
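MLSMR compounds (23 nl, pin-transferred) preincubated 10 min at room temperature with a 500nM (2x) first reagent, then RGS4 at 900nM (2x) plus Transcreener GDP mix added; fluorescence polarization (620/688 nm) read before and after 90 min at 30 °C.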
Tb PGK inh = blocks T. brucei phosphoglycerate kinase. P07378. PGK/GAPDH coupled, Kinase-Glo luminescence, 60 min. Potency, µM (top dose mostly 57.5 µM), for the others: at the top dose activity change, negative = inhibition, usual class: inhibitors. 0.043% of 380,000 active. AID 602233; also: % is scaled to controls: 0 for no effect and ±100 for the full control effect; nearly all actives have a fitted effect of over 60% in size
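Recombinant glycosomal PGK reaction used 1,3-bisphosphoglycerate generated in-well by GAPDH (100nM final) in 100mM TEA pH 7.6, 5mM MgCl2, 0.01% Tween-20. After 60 minutes at room temperature, ATP was read by Kinase-Glo Plus luminescence end-point.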
Pin1 inh = human Pin1 inhibition | Potency, µM (top dose mostly 115 µM), for inactives: at the highest dose activity, negative = inhibition, most hits filed as inhibitors | AID 504891 | Q13526 | 0.009% of 390,000 active | Pin1 FP peptide displacement, HiFluor488, 10 min; active = well fitted inhibition curve with a large enough effect in the polarisation, with a control signal flat, not every such curve was filed as active; inconclusive = small, poorly fitted or top-dose-only effect, or effect the other way, or a change in a side signal; inactive = no such curve, though single readings can be large or run the other way; the % refers to the polarisation; also: % is scaled to controls: 0 for no effect and ±100 for the full control effect
Target sequence (Q13526 whole entry, looked up): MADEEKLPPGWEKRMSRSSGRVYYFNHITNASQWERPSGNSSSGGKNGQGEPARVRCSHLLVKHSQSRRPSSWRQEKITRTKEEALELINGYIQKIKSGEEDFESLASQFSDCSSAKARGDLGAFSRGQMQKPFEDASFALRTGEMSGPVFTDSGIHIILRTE
TrxR1 inh = inhibitors of rat thioredoxin reductase 1; AID 588453; recombinant rTrxR1, NADPH fluorescence consumption, selenite substrate; Potency, µM (top dose mostly 114 µM), for inactives: at the highest dose activity change, negative = inhibition, actives largely listed as inhibitors; O89049; 1% of 390,000 active; also: % is scaled to controls: 0 for no effect and ±100 for the full control effect; nearly all actives have a fitted effect of over 65% in size
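Rat TrxR1 (90 nM in the dispensed reagent) was pre-reduced with 400 uM NADPH for 5 min at room temperature, then incubated with compound for 15 min. After 400 uM selenite was added, NADPH fluorescence (Ex 340/Em 450 nm) was followed for 8 min.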
HP1b binding inh = blocks HP1-beta chromodomain binding to methylated histone tails | AlphaScreen HP1-beta / biotin-H3K9me3 peptide binding | 0.56% of 390,000 active | Potency, µM (doses to about 114 µM), for inactives: at the top dose activity change, negative = inhibition, most hits filed as inhibitors | AID 540317; also: nearly all actives have a fitted effect of over 70% in size; inactives centre near 23
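Compound inhibition of the preformed complex between 50 nM HP1-beta and 50 nM biotinylated H3K9me3 peptide was read by AlphaScreen. Buffer was PBS pH 7.4 with 0.01% Tween-20. Incubations ran 30 min at room temperature, with 10 ug/mL donor/acceptor beads.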
ERG Ets-DNA blk = ERG Ets/DNA interaction inhibition; P11308; fluorescence polarization, His-ERG Ets domain / labelled DNA; 0.028% of 370,000 active; AID 624246; Potency, µM (series often up to 76.9 µM), without a hit: at the highest dose FP activity, negative = inhibition, hits mostly inhibitors; active = well fitted inhibition curve with a large enough effect in the polarisation, with a control signal flat; inconclusive = small, poorly fitted or top-dose-only effect, or effect the other way, or a change in a side signal; inactive = no such curve, though single readings can be large or run the other way; the % refers to the polarisation;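 also: polarization taken with two DNA probes labelled with fluorescein and Texas red; % of control where 0% means no effect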
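His-tagged ERG Ets domain (1 uM in the protein solution; 300mM KCl, 50mM Tris-HCl, 1mM EDTA, 1mM DTT, pH 7.5) received compound, then a probe mix of 5 nM fluorescein-DNA and 100nM Texas-615-DNA. Fluorescence polarization was read for both dyes.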
GLS inh = inhibitors of human glutaminase (GLS). GLS enzymatic activity, qHTS titration. O94925. Potency, µM (highest dose often 45.5 µM), inactives show at the highest dose activity change, negative = inhibition, actives largely listed as inhibitors. 0.21% of 410,000 active. AID 624170; also: % is scaled to controls: 0 for no effect and ±100 for the full control effect
Target sequence (O94925 whole entry, looked up): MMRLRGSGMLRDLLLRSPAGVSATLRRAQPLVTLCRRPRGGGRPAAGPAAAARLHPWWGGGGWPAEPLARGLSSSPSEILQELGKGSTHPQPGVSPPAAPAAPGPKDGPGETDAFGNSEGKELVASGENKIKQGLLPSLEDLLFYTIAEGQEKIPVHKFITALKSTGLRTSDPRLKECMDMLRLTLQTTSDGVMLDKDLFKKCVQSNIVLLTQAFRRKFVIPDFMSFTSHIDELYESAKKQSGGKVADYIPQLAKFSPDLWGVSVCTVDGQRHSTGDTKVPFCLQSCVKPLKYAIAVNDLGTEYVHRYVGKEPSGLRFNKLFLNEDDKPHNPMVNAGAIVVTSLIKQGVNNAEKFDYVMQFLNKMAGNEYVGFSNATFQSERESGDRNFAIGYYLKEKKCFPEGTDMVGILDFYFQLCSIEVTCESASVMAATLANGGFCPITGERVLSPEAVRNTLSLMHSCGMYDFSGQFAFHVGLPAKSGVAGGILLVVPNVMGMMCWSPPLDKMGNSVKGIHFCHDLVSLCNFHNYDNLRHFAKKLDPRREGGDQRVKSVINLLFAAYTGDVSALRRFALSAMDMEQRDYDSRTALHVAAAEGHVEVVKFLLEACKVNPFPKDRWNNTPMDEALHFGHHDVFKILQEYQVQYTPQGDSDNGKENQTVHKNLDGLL
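hKGA in 45 mM KH2PO4 pH 8.2, 0.02% Tween-20 with pin-transferred compounds; 1 mM L-glutamine (stock) plus glutamate oxidase/HRP/Amplex Red coupling added. Fluorescence read initially and after 30 min at RT.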
JMJD2A Tudor inh = JMJD2A Tudor domain (human) inhibition; O75164; AlphaScreen JMJD2A-Tudor / H3K4me3 peptide binding; Potency, µM (series often up to 114 µM), for inactives: at the highest dose activity change, negative = inhibition, most hits filed as inhibitors; 4.4% of 390,000 active; AID 504339; also: % is scaled to controls: 0 for no effect and ±100 for the full control effect; nearly all actives have a fitted effect of over 50% in size
Active calls of the source: *; i = inactive; ? = inconclusive; [ ] = another dose, or the depositor's remark. Unless noted, calls follow the shape of the dose curve; as a rule, active = well fitted curve in the direction sought with a large enough effect; inconclusive = small, poorly fitted or top-dose-only effect, or another doubt; inactive = no such curve, though single readings can be large; an effect the other way counts as inactive or inconclusive. Potency is read from the fitted curve at half-maximal effect. A portion of the library. The share of hits here may be higher or lower than overall.

Every second line gives: 12-LOX inh, RGS4 inhibitor, Tb PGK inh, Pin1 inh, TrxR1 inh, HP1b binding inh, ERG Ets-DNA blk, GLS inh, JMJD2A Tudor inh
#1 COc1ccccc1-c1nnc(SCC(=O)Nc2nc(-c3ccccc3)cs2)n1C
 : 3%, 10%[56.9 µM], -6%, 10%, 4%, 12%, 0%, 2%, -23%[57.1 µM]
#2 COc1ccc(NC(=O)NC(C)c2ccncc2)cc1OC (stereo unspecified)
 : 4%, 17%, -4%, -1%, -12%, 24%, 7%, -8%, -12%
#3 Cc1ccc(S(=O)(=O)N2CCN(C3CC4CCC3C4)CC2)cc1 (stereo unspecified)
 : ?, 14%, -2%, 2%, 25%, 32µM*, 15%, -3%, 14µM*
#4 COc1ccccc1NS(=O)(=O)c1cccc(C(=O)NCC(c2ccco2)N2CCCCC2)c1 (stereo unspecified)
 : -11%, 29%, -8%, 3%, -1%, 13%, 1%, 10%, -19%
#5 CCOC(=O)c1ccc(NC(=O)CCc2nnc3ccc(N4CCN(C)CC4)nn23)cc1
 : 8%, 2%[11.4 µM], -8%, 3%, 9%, 43%[activator], 20%, 17%, -13%
#6 CCOC(=O)C1(CCCc2ccccc2)CCN(C(=O)c2cncs2)CC1
 : -3%, -16%, -9%, -4%, 25%, 34%, 9%, -24%, 7%
#7 CSc1nnnn1-c1ccc(C(=O)OCC(=O)N2CCOCC2)cc1
 : -6%, 3%, -2%, -8%, 6%, 7%, 0%, -6%, -8%
#8 Cc1cccc(NC(=O)CN(C)S(=O)(=O)c2ccccc2)n1
 : -5%, -1%, 1%, -7%, 4%[57.1 µM], 20%, -4%, 0%, 1%
#9 CCOc1ccc(-n2ccnc2SCC(=O)Nc2nnc(CC)s2)cc1
 : 0%, -17%, -3%, 4%, 3%[57.1 µM], 1%, -5%, 2%, -20%
#10 COc1cc(/C=N/NC(=O)NC2CCCCC2)cc(OC)c1O
 : -2%, -27%[56.9 µM], -6%, -4%, 20%[57.1 µM], -6%, -10%, 7%, -18%
#11 CC(=O)c1c(C(C)=O)c(C)n(-c2nc(-c3ccc(C)c(C)c3)c(C)s2)c1C
 : -12%, -14%, -2%, -2%, -18%, 2%, 5%, ?, ?
#12 Cc1ccc(NP(=O)(c2ccc(N(C)C)cc2NC(=O)c2cccs2)N2CCOCC2)cc1Cl (stereo unspecified)
 : -26%, -21%, i, 31%[activator], 20%, -5%, -2%, -2%, ?
#13 CC(C)CCN1CCN(CCCc2ccccc2)CC1CCO (stereo unspecified)
 : 0%, 3%, -5%, -10%, 3%, 21%, 7%, 1%, -12%
#14 OC(COc1ccc2cc(Br)ccc2c1)Cn1ccnc1 (stereo unspecified)
 : 0%, -25%, -2%, -4%, 58%[activator], 17%, 19%, 1%, -33%
#15 COC(=O)c1ccccc1NC(=O)C1CCN(C(=O)c2ccc(OC)cc2)CC1
 : 5%, 9%, -2%, -5%, 2%, 13%, -7%, 10%, -16%
#16 O=C(CN1CCN(S(=O)(=O)c2cccc(Br)c2)CC1)N1CCCCC1
 : 0%, -14%, i, -8%, 20%, 55%[activator], -5%, 3%, 5%
#17 COc1ccc(Cl)cc1NC(=O)CC(C)=O
 : 0%, -23%, 4%, 1%, -10%[57.1 µM], 32%, -3%, 2%, -3%
#18 COc1cc(/C=N/NC(=O)CN(Cc2ccco2)S(=O)(=O)c2ccccc2)ccc1O
 : -12%, 11%, -10%, -3%, 0%, 2%, 3%, 10%, -28%
#19 Fc1ccccc1OCCCCn1cncn1
 : 0%, -22%, 4%, 1%, -8%, -32%, -4%, 10%, 4%
#20 Cc1ccc(-n2cc(CN3CCC(O)(c4ccccn4)CC3)c(-c3ccc(F)cc3)n2)cc1
 : 1%, 1%, 2%, -3%, 5%[57.1 µM], 17%, 9%, 0%, -9%[11.4 µM]
#21 COc1ccc(C2=NOC(C(=O)NCc3cccnc3)C2)cc1OC (stereo unspecified)
 : -27%, 12%, -9%, 0%, 16%, 23%, -13%, -2%, -11%
#22 O=C(C1CCN(S(=O)(=O)Cc2ccccc2)CC1)N1CCN(c2cccc(C(F)(F)F)c2)CC1
 : -15%, 19%, -2%, 8%, -10%, 43%[activator], -15%, -3%, -5%
#23 COc1ccccc1-n1cc(-c2ccc(Cl)cc2)[nH]c1=O
 : -25%, -7%, -3%, 0%, -21%, -9%, 5%, 10%, -22%[57.1 µM]
#24 O=C(Nc1cc(C(F)(F)F)ccc1Cl)c1cnn(-c2ccccc2)c1-n1cccc1
 : -13%, 2%, i, -1%, 26%, 47%[activator], 7%, -12%, 13%
#25 CC[C@@]1(C(=O)OC)N[C@H](CN(C)C(=O)Nc2ccccc2)[C@@H]2C(=O)N(Cc3ccccc3)C(=O)[C@@H]21
 : -15%, 14%, -6%, 3%, 11%, 37%[activator], -3%, 4%, -12%
#26 COCCCNc1ncnc2c1nc1n2CCCC1
 : 0%, -14%, -1%, 9%, 12%, 25%, 0%, -1%, -17%
#27 CC1CCC(N2CCN(c3ccc([N+](=O)[O-])cc3)CC2)CC1 (stereo unspecified)
 : ?, -28%, -1%, 10%, 11%[57.1 µM], ?, -1%, 3%, ?
#28 Cc1cc(Cl)c2oc(C(=O)N(C)C3CCOC3)c(C)c2c1 (stereo unspecified)
 : 16%, -11%[11.4 µM], 1%, 4%, -21%, 6%, 15%, ?, 14µM*
#29 COc1ccc2cc3cc(C(=O)N4CCN(c5cccc(Cl)c5)CC4)sc3nc2c1
 : 0%, -16%, 6%, 28%, 16%, 41%[activator], -3%, -5%, -14%
#30 Cc1nn(C(=O)COc2ccccc2Br)c(C)c1Sc1ccccc1
 : 3%, -3%, -3%, -3%, 26%, 74%[activator], 6%, -1%, 48%[activator]
#31 CCC(C)NCCOc1cc(C)cc(C)c1C (stereo unspecified)
 : ?, 2%, -1%, -9%, 17%[57.1 µM], ?, 2%, 0%, ?
#32 COc1ccc(NC(=O)Nc2c[nH]c(=O)[nH]c2=O)c(OC)c1
 : 4%, 0%, -4%, -12%, 16%[57.1 µM], 33%, -4%, 18%, -1%
#33 Clc1ccc(OCc2nn[nH]n2)cc1
 : ?, -9%, 5%, -1%, 27%, 53%[activator], 2%, -1%, -23%
#34 CC(C)CN(C(=O)c1cccc([N+](=O)[O-])c1)c1c(N)n(CC(C)C)c(=O)[nH]c1=O
 : -3%, 9%, 5%, 0%, 26%[57.1 µM], 37%, 5%, -8%, 6%
#35 Cc1ccc(Nc2cc(C(=O)NC3CCCC3)c3ccccc3n2)cc1C
 : -16%, -4%, -2%, 6%, 22%[57.1 µM], 18%, -5%, 5%, -6%

Sorted by SMILES length (descending): part of the list above
Every second line gives: 12-LOX inh, RGS4 inhibitor, Tb PGK inh, Pin1 inh, TrxR1 inh, HP1b binding inh, ERG Ets-DNA blk, GLS inh, JMJD2A Tudor inh
#34 CC(C)CN(C(=O)c1cccc([N+](=O)[O-])c1)c1c(N)n(CC(C)C)c(=O)[nH]c1=O
 : -3%, 9%, 5%, 0%, 26%[57.1 µM], 37%, 5%, -8%, 6%
#24 O=C(Nc1cc(C(F)(F)F)ccc1Cl)c1cnn(-c2ccccc2)c1-n1cccc1
 : -13%, 2%, i, -1%, 26%, 47%[activator], 7%, -12%, 13%
#32 COc1ccc(NC(=O)Nc2c[nH]c(=O)[nH]c2=O)c(OC)c1
 : 4%, 0%, -4%, -12%, 16%[57.1 µM], 33%, -4%, 18%, -1%
#21 COc1ccc(C2=NOC(C(=O)NCc3cccnc3)C2)cc1OC (stereo unspecified)
 : -27%, 12%, -9%, 0%, 16%, 23%, -13%, -2%, -11%
#23 COc1ccccc1-n1cc(-c2ccc(Cl)cc2)[nH]c1=O
 : -25%, -7%, -3%, 0%, -21%, -9%, 5%, 10%, -22%[57.1 µM]
#31 CCC(C)NCCOc1cc(C)cc(C)c1C (stereo unspecified)
 : ?, 2%, -1%, -9%, 17%[57.1 µM], ?, 2%, 0%, ?
#33 Clc1ccc(OCc2nn[nH]n2)cc1
 : ?, -9%, 5%, -1%, 27%, 53%[activator], 2%, -1%, -23%
